DAGLB inhibitor: DAGLB lipase inhibitors, primary screen, biochemical, fluorescence, HTS; HEK293T DAGLB membrane lysate, EnzChek fluorogenic substrate; 0.059% of 340,000 active; inhibition, % at 5.17 µM; Diacylglycerol lipase-beta (Homo sapiens), Q8NCG7; AID 504411, 2011; in the data active = inhibition above about 34%;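 note: 0% = enzyme with vehicle and 100% = wells lacking enzyme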
Keap1 Nrf2 FP: Keap1-Nrf2 protein-protein interaction inhibitors, primary screen, biochemical, fluorescence polarization, single point. Kelch-like ECH-associated protein 1 (Homo sapiens), Q14145. Keap1 Kelch-Nrf2 peptide fluorescence polarization, 1536-well. inhibition, % at 9.4 µM. 0.15% of 340,000 active. AID 504523, 2011; in the data active = inhibition above about 12%;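 note: human Keap1 Kelch domain with fluorescein labeled Nrf2 9mer peptide probe; 0% = neutral control wells and 100% = peptide positive control; higher means more block of Keap1 binding to Nrf2 peptide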
Target sequence (Q14145 whole entry, looked up, the tested form may be a part): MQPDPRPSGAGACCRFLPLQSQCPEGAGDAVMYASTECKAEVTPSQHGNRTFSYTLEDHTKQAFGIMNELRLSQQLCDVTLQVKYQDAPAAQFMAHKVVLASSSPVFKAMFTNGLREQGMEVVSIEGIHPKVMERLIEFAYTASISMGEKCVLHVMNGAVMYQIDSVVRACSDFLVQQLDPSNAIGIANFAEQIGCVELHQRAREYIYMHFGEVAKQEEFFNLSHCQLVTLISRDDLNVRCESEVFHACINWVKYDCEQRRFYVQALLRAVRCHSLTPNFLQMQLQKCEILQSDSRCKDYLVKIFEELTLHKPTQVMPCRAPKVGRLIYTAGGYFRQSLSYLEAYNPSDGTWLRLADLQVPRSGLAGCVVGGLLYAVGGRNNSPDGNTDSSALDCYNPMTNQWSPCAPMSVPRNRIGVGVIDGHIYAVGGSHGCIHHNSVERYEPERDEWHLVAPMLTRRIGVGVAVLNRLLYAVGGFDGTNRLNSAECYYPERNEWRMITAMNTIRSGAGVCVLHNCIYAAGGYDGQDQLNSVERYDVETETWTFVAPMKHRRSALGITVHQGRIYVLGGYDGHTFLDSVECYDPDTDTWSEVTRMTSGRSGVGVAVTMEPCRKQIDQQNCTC
V-ATPase pH: regulators of yeast V-ATPase proton pumping, primary screen, pHLuorin cytosolic pH fluorescence. S. cerevisiae. 0.37% of 350,000 active. AID 504577, 2011. response, % at 10 µM; in the data active = response mostly above about 7.3%, no sharp cut-off; inactive = mostly below about 5.4%; note: actives read high; inactives centre near 0; some compounds called inactive have numbers as strong as hits
NSD2 HMT inh: NSD2 histone methyltransferase inhibitors, primary screen, biochemical, AlphaScreen, single concentration, set 2. NSD2 peptide methylation, 120 min. 0.54% of 310,000 active. Histone-lysine N-methyltransferase NSD2 (Homo sapiens), O96028. inhibition, % at 12.5 µM; in the data active = inhibition above about 50%
Arr AP2 block: inhibitors of beta-arrestin/AP2 binding, primary screen, biochemical, GPCR trafficking, flow cytometry | FITC-arrestin peptide / GST-AP2 beads; AP2 beta2 appendage carries R879A mutation | inhibition, % at 10 µM | 0.31% of 340,000 active | AID 504490, 2011;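 active = inhibition above a set limit, near 3 SD of compounds lacking own fluorescence, cut at about 54% in these data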;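 note: plate controls were DMSO wells for no effect and 5 µM unlabelled arrestin peptide for full effect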
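System: GST-AP2 R879A bound to glutathione beads, E. coli-expressed. Also added: 50 nM FITC-arrestin peptide. Schedule: compound with beads 12 min RT, then probe 1 h RT. Signal: bead flow cytometry, FITC channel. Read-out basis: percent response.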
LANA DNA inh: inhibitors of KSHV C-LANA binding to DNA, primary screen, biochemical, fluorescence polarization, FAM-LBS DNA, MBP-C-LANA, single point; Kaposi's sarcoma herpesvirus LANA C-terminal domain (residues 932-1162) DNA binding; 0.078% of 340,000 active; inhibition, % at 9 µM;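 active = highest replicate inhibition at or above 60% at 9 µM, even if other replicates fall short; inactive = all replicates below 60% inhibition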;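 note: 0% = neutral control wells and 100% = 4 µM acridine orange control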
CAL PDZ FP-1: untagged CAL PDZ binding inhibitors, primary screen, biochemical, fluorescence polarization, HTS; Golgi-associated PDZ and coiled-coil motif-containing protein (Homo sapiens), Q9HD26; inhibition, % at 24.9 µM; purified CAL PDZ, TMR-peptide fluorescence polarization, 1 h; 0.92% of 300,000 active; AID 602252, 2012;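 active = mean inhibition of at least 30% with at least half of replicates also reaching 30%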;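 note: 0% = DMSO neutral control and 100% = excess unlabeled competitor peptide PRC23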
CAL PDZ FP-2: CAL PDZ peptide-binding inhibitors, primary screen, biochemical, fluorescence polarization, Cer-tagged CAL PDZ, HTS. Golgi-associated PDZ and coiled-coil motif-containing protein (Homo sapiens), Q9HD26. inhibition, % at 20 µM. purified CAL PDZ, TMR-peptide fluorescence polarization, 1 h. 0.02% of 330,000 active. AID 504414, 2011;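 active = highest replicate inhibition of at least 40%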;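 note: plate controls were DMSO neutral control wells for no effect and unlabeled competitor peptide control wells for full effect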
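Test system: tagged CAL PDZ domain / Buffer or medium: sodium phosphate/NaCl buffer pH 7.4 with TCEP, IgG, Thesit / Reagent: TMR-labelled reporter peptide T*-PRC34 bound in PDZ groove / Compound dosing: single point, 20 µM / Schedule: 1 h incubation at room temperature before polarization reading / Technique: fluorescence polarization (mP) / Benchmarks: unlabelled peptide, DMSO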
RTF Ca sens inh: cardiac RTF calcium sensitivity inhibitors, primary screen, biochemical, IANBD-TnC fluorescence, EC70 calcium. AID 493244, 2011. inhibition, % at 7.15 µM. IANBD-labeled cardiac RTF, Ca2+ fluorescence. 0.12% of 340,000 active. Troponin I, cardiac muscle (Homo sapiens) + Troponin T, cardiac muscle (Homo sapiens) + …;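 active = inhibition above the mean inhibition of all tested compounds plus 3 SD, cut at about 17% in these data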;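 note: assay run at fixed EC70 calcium of 1.6 mM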
Pemphigus Ab inh: inhibitors of pemphigus antibody binding to DSG3, primary screen, biochemical, bead-based, flow cytometry, scFv-GFP; Desmoglein-3 (Homo sapiens), P32926; DSG3-coupled beads, scFv-anti-DSG3-GFP binding; stronger effect = lower value; binding (percent of control), % at 10 µM; 0.48% of 310,000 active; AID 588358, 2011;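 active = binding more than 3 SD below its plate's average and above zero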;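 note: hits lower antibody fragment binding to DSG3; some compounds called inactive have numbers as strong as hits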
Active calls of the source: *; . = no result given. An excerpt, so the mix of outcomes need not match the whole.

DAGLB inhibitor,Keap1 Nrf2 FP,V-ATPase pH,NSD2 HMT inh,Arr AP2 block,LANA DNA inh,CAL PDZ FP-1,CAL PDZ FP-2,RTF Ca sens inh,Pemphigus Ab inh,smiles
-2,4,5,-1,7,-0.8,-6,-0.3,4,97,COc1ccc2c(c1)CCC/C2=N\NC(=O)c1ccoc1C
-4,5,6,-1,-8,0.5,-1,-2.1,-16,.,O=C(c1ccc(NS(=O)(=O)c2ccccc2)cc1)N1CCOCC1
1,-1,0,3,-7,-1.5,2,0.5,4,110,OCCc1c[nH]c2ccc(OCc3ccccc3)cc12
-2,0,12,-2,-4,0.9,-3,-0.4,-3,97,O=C(O)c1ccccc1-c1nc2ccccc2n1-c1ccccc1
-23,-4,4,-1,9,1.4,4,-1.5,7,.,NNC(=O)c1[nH]c2ccc(Cl)cc2c1-c1ccccc1
7,-1,2,12,10,-0.8,-3,-0.3,-3,97,COc1cc(C(=S)NCc2ccccc2)cc(Br)c1O
.,-3,1,-5,12,0.2,8,-1.3,.,101,Cc1cc(C)nc(NS(=O)(=O)c2ccc(NC(=O)C3COc4ccccc4O3)cc2)n1 (configuration not stated)
-1,-3,4,-2,9,.,6,-0.7,-6,104,CCC(=O)c1ccc(N2CCN(C(=O)c3cccs3)CC2)c(F)c1
0,-5,-1,.,2,-0.6,-2,1.2,-6,84,CN(C)/C=N/c1sc2c(c1C(N)=O)CCCC2
2,0,-4,-1,-4,-1.2,-7,-3.0,-5,.,Cc1[nH]nc2ncc(C(=O)c3cc(F)ccc3O)cc12
3,-4,-3,0,-18,-1.9,41*,-1.3,-2,100,CCn1ncc(Br)c1C(=O)Nc1cc(C)on1
-3,-1,-1,2,1,-0.6,1,-0.9,-7,104,CC1CCN(C(=O)CSc2nc3ccccc3s2)CC1
0,2,6,9,-11,2.9,-4,-0.7,-5,113,Cc1[nH]n(-c2cccc(Cl)c2)c(=O)c1C=NCC(C)C
-4,-3,-1,4,4,-0.7,.,0.2,-2,106,Cc1cc(C)cc(Oc2cc(NC(=O)c3cn(C)nc3C)cc([N+](=O)[O-])c2)c1
0,-4,0,0,-3,-0.8,.,-1.3,4,106,Cc1c(C(=O)Nc2cc(S(=O)(=O)N3CCOCC3)ccc2N2CCOCC2)oc2ccccc12
-1,-3,3,-5,10,0.6,-4,0.8,11,.,O=C(NCCSCc1ccco1)c1ccc(=O)[nH]c1
0,-3,3,.,35,1.0,-4,-0.1,-10,101,CCN(CC)C(=O)C(C)OC(=O)COc1ccc(Cl)cc1Cl (configuration not stated)
-12,.,-5,-3,.,.,.,.,.,99,O=C(NCc1nnnn1-c1ccc(F)cc1)c1ccc2ccccc2c1
-2,-2,1,2,7,0.0,0,-0.2,-9,.,O=S(=O)(NCc1ccco1)N1CCOCC1
-4,5,3,1,12,-1.1,-3,-0.4,-2,106,COc1ccccc1NC(=O)N1CCc2c([nH]c3ccccc23)C1C(F)(F)F (configuration not stated)
0,0,-4,-1,13,0.5,-17,-1.0,-12,98,COC(=O)c1cn(-c2ccccc2)nc1C(=O)OC
4,-5,-1,0,-12,-0.7,6,-1.1,0,96,CC(C)=C(NC(=O)c1ccccc1)C(=O)NCc1ccccc1
2,-2,4,-1,-1,0.3,0,-0.7,-1,.,C[C@H](NC(=O)c1ccc(C(C)(C)C)cc1)C(=O)N1CCOCC1
0,-1,-1,-3,8,-0.7,-12,0.4,-4,105,COc1ccc(OC)c(C(=O)N2CCC(CCC(=O)NC3CC3)CC2)c1
-3,1,1,-1,25,0.0,-7,-0.7,-2,.,FC(F)(F)c1cnc(N2CCSCC2)c(Cl)c1
-26,-8,-2,-17,5,-6.2,0,-3.0,-86,107,N#C/C(=C\c1ccc(-c2ccc(C(=O)O)cc2)o1)c1nc2ccccc2[nH]1
1,0,2,1,-1,-0.8,.,-0.2,0,110,CCNc1ccc(C(=O)Nc2ccc3nc(C)sc3c2)cc1[N+](=O)[O-]
3,-5,6,12,10,0.0,0,-2.1,190*,118,CC1(C)OC(C)(C)/C(=C/Nc2ccc(O)cc2)C1=O
-2,3,4,-2,2,0.8,-1,-0.8,6,120,Cc1cccc(NC(=O)c2sc(NC(=O)COc3ccccc3)c(C#N)c2C)c1C
0,.,4,0,0,.,-6,-0.6,-21,102,COc1cc(OC)cc(C(=O)NCC(=O)N2CC=C(c3ccccc3)CC2)c1

The final 3 compounds of the section above come first, to join the parts:
DAGLB inhibitor,Keap1 Nrf2 FP,V-ATPase pH,NSD2 HMT inh,Arr AP2 block,LANA DNA inh,CAL PDZ FP-1,CAL PDZ FP-2,RTF Ca sens inh,Pemphigus Ab inh,smiles
3,-5,6,12,10,0.0,0,-2.1,190*,118,CC1(C)OC(C)(C)/C(=C/Nc2ccc(O)cc2)C1=O
-2,3,4,-2,2,0.8,-1,-0.8,6,120,Cc1cccc(NC(=O)c2sc(NC(=O)COc3ccccc3)c(C#N)c2C)c1C
0,.,4,0,0,.,-6,-0.6,-21,102,COc1cc(OC)cc(C(=O)NCC(=O)N2CC=C(c3ccccc3)CC2)c1
-2,-2,2,1,-12,-0.1,0,-0.1,3,110,Cc1ccc(-c2nnc(N3CCN(C(=O)COc4cccc(C)c4)CC3)c3ccccc23)cc1
-10,-7,1,1,3,-2.4,0,-1.0,8,92,S=C(Nc1ccccc1)N1N=C(c2cccs2)CC1c1cccs1 (configuration not stated)
2,-2,0,9,9,0.1,1,-0.1,9,107,O=C1CSC(c2cn(-c3ccccc3)nc2-c2ccccc2)N1Cc1ccco1 (configuration not stated)
-3,-4,4,-2,6,-1.3,-3,-0.3,-2,86,COc1cc(NC(=O)n2ncc3cc(Cl)ccc32)cc(OC)c1
1,.,-1,-3,.,.,.,.,.,99,Cc1c(C(=O)/C=C/c2ccccc2F)c2cc(O)ccc2n1C
-2,2,-6,1,5,-0.8,-3,-1.0,-1,95,CNS(=O)(=O)c1cn(CC(=O)NCc2cccc(OC)c2)cc1S(=O)(=O)NC
0,-2,-3,-2,-3,1.8,-2,-0.4,9,91,CC12CCC(C(S(=O)(=O)Nc3ccccc3)C1=O)C2(C)C (configuration not stated)
6,1,-1,31,5,4.0,0,-0.4,1,111,COc1ccc(N2CCN(c3nc4ccccc4nc3NS(=O)(=O)c3ccccc3)CC2)cc1
0,-3,4,0,11,1.5,-3,0.1,-4,101,Cn1c2c(c(=O)n(C)c1=O)C(c1ccc(F)cc1)C(C#N)=C(N)O2 (configuration not stated)
-8,-5,-2,9,-8,2.9,-2,-0.7,-2,.,CCOc1ccc(CSCCNC(=S)Nc2ccccc2)cc1
2,4,1,.,6,2.8,-3,0.5,1,93,COc1cc(NCCCn2cnc(C(=O)Nc3ccc(C)c(C)c3)n2)cc(OC)c1OC
3,-3,0,29,2,2.8,0,0.4,-3,98,Cc1ccccc1/C=N/NC(=O)c1sccc1C
-2,3,-4,-2,-4,0.5,-1,-2.7,-7,108,Cc1cc(NS(=O)(=O)N(C)C)ccc1C(C)C
-13,5,0,-1,1,-1.2,-3,-0.7,1,96,CCCc1nc(-c2ccc(-c3ccc(F)cc3)cc2)no1
-10,-4,1,-2,33,0.3,-8,-2.4,-2,121,Cc1ccc(-c2noc(CNC(=O)COc3ccccc3C)n2)cc1
1,-12,1,3,3,-1.9,-6,.,-10,116,Cc1ccc(C)c2[nH]c(=O)c(CN(CCN3CCCC3)C(=O)Nc3ccc(F)cc3)cc12
0,-3,1,-1,-1,-1.8,-3,-3.5,-11,99,O=C(N/N=C/c1cccnc1)c1cc(C2CC2)nc2ccccc12
-2,-2,0,-1,8,-0.9,-1,-0.5,-5,101,NC(=O)C1CCN(CC(=O)Nc2nc(-c3ccccc3)cs2)CC1
-1,0,-4,3,-2,1.4,-7,.,0,102,O=C(NCc1ccco1)c1cc(-c2ccccc2)c(N2CCOCC2)s1
1,0,0,0,33,1.3,.,0.2,2,107,Cc1ccc(S(=O)(=O)NNC(=O)c2ccc(F)cc2)cc1
-2,-1,-1,0,10,-0.6,-5,-0.5,-4,.,CCOc1ncccc1C(=O)OCC(=O)c1ccc(C)c(C)c1
-1,-5,6,-2,-4,0.9,-5,-1.0,6,99,NS(=O)(=O)c1ccc(CCNC(=O)c2ccc3c(=O)n4c(nc3c2)CCCCC4)cc1
1,0,-4,-5,-8,0.2,-4,-0.1,2,102,Cc1nn(C2CCS(=O)(=O)C2)c(Cl)c1/C=C/C(=O)OCC(N)=O (configuration not stated)
-2,1,0,-3,6,1.6,0,-1.0,3,.,COc1ccc(C(=O)Nc2ccc(SC(F)F)cc2)cc1
6,-13,-1,-4,2,4.3,-2,-1.5,-13,99,O=C(N/N=C/c1c(O)ccc2ccccc12)c1[nH]ncc1Br
-3,-4,0,-1,26,-0.3,-2,-2.4,-1,110,C/C(=N/NC(=O)c1ccc(Br)s1)c1ccncc1
-2,1,-1,18,7,0.2,-3,-0.8,3,.,Cc1oc(C(C)(C)C)c(CN2CCOCC2)c1C(=O)O
1,-3,-1,1,5,1.6,-4,0.1,-6,105,COc1cccc(CN2CC(C(=O)NCCc3ccc(C)o3)CCC2=O)c1 (configuration not stated)
3,-7,1,3,-26,4.5,-1,-2.0,-12,121,Cc1ccccc1N1C(=S)NC2c3ccccc3OC1(C)C2C(=O)N(C)C (configuration not stated)
-1,-1,1,.,-9,1.6,0,0.2,-4,100,O=C(COc1ccc2ccc(=O)oc2c1)N1CC[C@@]2(O)CCCC[C@H]2C1
0,-1,-3,-5,0,0.4,.,-1.4,-5,.,O=C(CSc1n[nH]c(-c2cccs2)n1)NCc1cccs1
-3,-2,0,15,3,0.1,2,-1.4,0,99,CCCN=C(C)C1=C(O)c2ccccc2C1=O
